TDP1 inh: qHTS Assay for Inhibitors of Tyrosyl-DNA Phosphodiesterase (TDP1) | 0.28% of 350,000 active | Potency, µM (series often up to 130 µM), for inactives: at the top dose activity change, negative = inhibition, usual class: inhibitors | recombinant TDP1, AlphaScreen DNA substrate cleavage | Tyrosyl-DNA phosphodiesterase 1 (Homo sapiens), Q9NUW8; note: nearly all actives have a fitted effect of over 40% in size
Target sequence (Q9NUW8 whole entry, looked up): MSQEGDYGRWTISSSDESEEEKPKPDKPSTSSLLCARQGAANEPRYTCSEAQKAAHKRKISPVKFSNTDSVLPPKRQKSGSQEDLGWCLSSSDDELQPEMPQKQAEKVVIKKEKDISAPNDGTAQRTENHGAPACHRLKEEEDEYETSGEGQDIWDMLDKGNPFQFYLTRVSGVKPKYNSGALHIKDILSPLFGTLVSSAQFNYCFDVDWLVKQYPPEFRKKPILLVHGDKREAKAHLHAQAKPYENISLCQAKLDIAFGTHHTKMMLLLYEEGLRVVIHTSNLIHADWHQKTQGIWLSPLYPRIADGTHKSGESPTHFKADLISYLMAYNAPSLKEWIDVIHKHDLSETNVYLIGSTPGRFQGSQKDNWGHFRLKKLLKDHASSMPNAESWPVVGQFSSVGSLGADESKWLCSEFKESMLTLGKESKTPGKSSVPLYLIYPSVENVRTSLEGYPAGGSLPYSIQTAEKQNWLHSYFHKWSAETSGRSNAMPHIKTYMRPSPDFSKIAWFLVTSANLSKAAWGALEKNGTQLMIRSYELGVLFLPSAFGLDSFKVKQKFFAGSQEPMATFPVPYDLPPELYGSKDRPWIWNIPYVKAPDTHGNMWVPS
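Enzyme-compound mixtures sat 15 min at room temperature, followed by a 5 min reaction with 15 nM final substrate and 10 min with AlphaScreen beads. Recombinant human Tdp1 was used at 1 nM final.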
DT40 TDP1 CPT: qHTS for Inhibitors of human tyrosyl-DNA phosphodiesterase 1 (TDP1): qHTS in cells in presence of CPT; chicken DT40 Tdp1-/-;hTDP1 cells + 20 nM CPT, ATP luminescence, 48 h; Potency, µM (top dose mostly 46.2 µM), for inactives: top-dose activity change, negative = growth inhibition, actives largely listed as inhibitors; 12% of 420,000 active; AID 686979, 2013; note: nearly all actives have a fitted effect of over 55% in size
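Chicken DT40 Tdp1-/- cells complemented with human TDP1, 400 cells/well, exposed to compounds plus 20 nM camptothecin for at least 48 h at 37 C; viability read as ATP content by CellTiter-Glo luminescence.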
TDP1 cell noCPT: qHTS for Inhibitors of human tyrosyl-DNA phosphodiesterase 1 (TDP1): qHTS in cells in absence of CPT; Potency, µM (series often up to 46.2 µM), for inactives: at the top dose activity change, negative = growth inhibition, most hits filed as inhibitors; DT40 Tdp1-/- hTDP1 cells, no CPT, ATP luminescence, 48 h; 15% of 420,000 active; AID 686978, 2013; note: nearly all actives have a fitted effect of over 55% in size
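Luminescent ATP content (CellTiter-Glo) served as the growth readout. Knockout chicken DT40 cells expressing human TDP1 were exposed to compounds without camptothecin for a minimum 48 hr at 37 °C.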
Active calls of the source: *; ? = inconclusive; nt = no result given; & = joins results of further samples; ! = repeats disagree; [ ] = remark or other dose. Calls come from the whole dose curve; as a rule, active = well fitted curve in the direction sought with a large enough effect; inconclusive = small, poorly fitted or top-dose-only effect, or another doubt; inactive = no such curve, though single readings can be large; an effect the other way counts as inactive or inconclusive. % is set by controls: 0 for no effect and ±100 for the full control effect; potency is the fitted concentration of half-maximal effect.

1. Cc1ccc(NS(=O)(=O)c2ccc3[nH]c(=O)oc3c2)c(C)c1
2. O=C1c2ccccc2C(Nc2ccc(S(=O)(=O)N3CCCCC3)cc2)N1Cc1ccco1 (centres undefined)
3. COc1cc(C(=O)NCc2cccnc2)ccc1OCC(=O)Nc1cccc(C(F)(F)F)c1
4. COC(=O)/C(C#N)=C/c1c(N2CCCCCC2)nc2ccccn2c1=O
5. Cc1ccc(N2C(=O)C3C(c4ccccc4)N4CCCN4C3(C)C2=O)cc1 (centres undefined)
6. CN(C(=O)c1cc(-c2ccccc2O)on1)c1ccccc1

Compound	1	2	3	4	5	6
TDP1 inh	2%&-2%	7%	3%[0.505 µM]	nt	3%	4%
DT40 TDP1 CPT	-8%&-13%	?	5.2µM*	27%	-3%	-5%
TDP1 cell noCPT	6%&-27%	?	3.7µM*	?	-17%	?

5 compounds picked at random from those above, as already listed:
6. CN(C(=O)c1cc(-c2ccccc2O)on1)c1ccccc1
5. Cc1ccc(N2C(=O)C3C(c4ccccc4)N4CCCN4C3(C)C2=O)cc1 (centres undefined)
4. COC(=O)/C(C#N)=C/c1c(N2CCCCCC2)nc2ccccn2c1=O
3. COc1cc(C(=O)NCc2cccnc2)ccc1OCC(=O)Nc1cccc(C(F)(F)F)c1
1. Cc1ccc(NS(=O)(=O)c2ccc3[nH]c(=O)oc3c2)c(C)c1

Compound	6	5	4	3	1
TDP1 inh	4%	3%	nt	3%[0.505 µM]	2%&-2%
DT40 TDP1 CPT	-5%	-3%	27%	5.2µM*	-8%&-13%
TDP1 cell noCPT	?	-17%	?	3.7µM*	6%&-27%

(list continues)
7. Cc1cc(=O)[nH]c(SCC(=O)NC2CCCCCCC2)n1
8. C/C(N)=C(/C#N)C(=O)CSc1nnc(SCc2ccc(Cl)cc2)s1
9. Cc1ccc(-n2c(O)cnc2Nc2nc(C)cc(C)n2)cc1
10. COCCSc1ccccc1C(=O)Nc1nnc(C)s1
11. COc1cccc(C(=O)Nc2ccc(NC(=O)c3ccco3)c(Cl)c2)c1
12. CCCCOc1ccc(C(=O)NCC(=O)OC2CCOC2=O)cc1 (centres undefined)

Compound	7	8	9	10	11	12
TDP1 inh	0%	nt	-2%	4%	4%	1%
DT40 TDP1 CPT	-17%	13µM*	-16%	2%	?	-14%
TDP1 cell noCPT	-1%	16µM*	?	-3%	?	-19%

13. O=C(NC1CCCC1)c1ccc(CS(=O)Cc2ccccc2Cl)o1 (centres undefined)
14. CC(O)(c1cccc(F)c1)c1nc(-c2cc(F)cc(F)c2)cs1 (centres undefined)
15. CCc1ccccc1NC(=O)C1CCN(S(C)(=O)=O)CC1
16. Cc1nn(C(C)C(=O)N2CCN(c3ccc(Cl)cc3)CC2)c(=O)c2cc3occc3n12 (centres undefined)
17. CC1CCc2c(sc(NC(=O)C3c4ccccc4Oc4ccccc43)c2C(N)=O)C1 (centres undefined)
18. OCCC1CN(Cc2cc(F)ccc2-n2cccn2)CCN1Cc1ccc(F)cc1 (centres undefined)

Compound	13	14	15	16	17	18
TDP1 inh	2%	nt	nt	3%	3%	nt
DT40 TDP1 CPT	-24%	2.9µM*	-5%	?	?	?
TDP1 cell noCPT	3%	?	0%	16µM*	?	-30%

19. CCOC(=O)C1CCN(C(=O)C2CCCCC2)CC1
20. O=C(c1ccc(-c2ccccc2)cc1)N1CCN(c2ccccc2)CC1
21. Cc1ccc(-c2nc3ccccc3[nH]2)cc1NC(=O)COc1ccc(Cl)cc1Cl
22. Cc1c(C(=O)NC(=S)NCc2cccnc2)cccc1[N+](=O)[O-]
23. CCOc1cccc(CN2CCC(Oc3ccc(C(=O)N4CCCC4)cc3)CC2)c1O
24. S=c1[nH]ncn1/N=C/c1cccs1

Compound	19	20	21	22	23	24
TDP1 inh	7%	1%	-7%	3%	nt	?
DT40 TDP1 CPT	-35%	-20%	6.5µM*	1%	?	14%
TDP1 cell noCPT	-9%	3%	5.2µM*	3%	?	24%

25. COc1ccc(Br)c(Cn2c(C)c(C(=O)NCc3ccc(F)cc3)sc2=O)c1
26. C=CCOC(=O)C1=C(C)NC(SCC(=O)OCC)=C(C#N)C1c1ccc(O)c(OC)c1 (centres undefined)
27. COc1ccc(CCCc2nnc(SCc3nc4ccccc4c(=O)[nH]3)n2C)cc1C
28. COc1ccc(NC(=O)CSc2cccc3cccnc23)c(OC)c1
29. O=C(c1ccco1)N1CCN(S(=O)(=O)N2CCOCC2)CC1
30. Cn1c(=O)c2nc(Cl)c(-c3ccccc3)nc2n(C)c1=O

Compound	25	26	27	28	29	30
TDP1 inh	nt	4%	5%	-1%	2%	-3%
DT40 TDP1 CPT	?	?	?	-14%	-7%	2%
TDP1 cell noCPT	?	-7%	?	?	1%	?

31. CCN1C(=O)c2ccccc2S(=O)c2ccc(C(=O)N3CCN(C(=O)c4ccco4)CC3)cc21 (centres undefined)
32. O=C(CSc1ccccn1)Nc1nc2c(ccc3ccccc32)s1
33. CCOC(=O)CNC(=O)c1cc2c(=O)n3cccc(C)c3nc2n1C
34. O=C(CSc1nc2ccccc2nc1Cc1ccccc1)Nc1ccc2c(c1)OCO2
35. CC(=O)c1c(C)[nH]c(C(=O)N(CCc2ccccc2)Cc2ccccc2)c1C
36. COc1ccc(N(C(=O)c2ccccc2C)S(=O)(=O)c2ccc(C)cc2)cc1

Compound	31	32	33	34	35	36
TDP1 inh	3%	-3%	-5%	-3%	3%	2%[2.28 µM]
DT40 TDP1 CPT	-24%	?	-3%	?	0%	12µM*
TDP1 cell noCPT	-27%	?	-2%	?	?	?

37. CC1(C)CC(=O)c2sc(NC(=O)CN3C(=O)CCC3=O)nc2C1
38. CC1CCN(CCC(=O)N2CCCc3c2c(=O)oc2ccc(O)cc32)CC1
39. O=C1C=CC(=O)N1CCCCCCCCCCN1C(=O)C=CC1=O
40. COc1cccc(NC(=O)CCC2CCN(C(=O)c3sccc3C)CC2)c1
41. CN1CCN(S(=O)(=O)c2ccc(Cc3ccc(S(=O)(=O)N4CCN(C)CC4)cc3)cc2)CC1
42. CC(OC(=O)CN1C(=O)NC(C)(C)C1=O)C(=O)c1ccccc1 (centres undefined)

Compound	37	38	39	40	41	42
TDP1 inh	0%	2%	nt	2%	7%	1%
DT40 TDP1 CPT	3%	?	0.58µM*	21µM*	?	0%
TDP1 cell noCPT	-9%	-18%	1.3µM*	21µM*	?	-24%

43. COc1cc(CNC(C)C)ccc1OCC(=O)Nc1cccc2ccccc12
44. CC(=NNC(N)=S)c1ccc2cc3c(cc2c1)OCO3
45. COc1ccc2c(c1O)Cc1ccccc1C2=O
46. COC(=O)c1sccc1NC(=O)CC1C(=O)NCCN1C(=O)Nc1ccc(F)cc1F (centres undefined)
47. COc1ccc(CCNC(=O)CCCn2c(=O)c3cccn3c3ccccc32)cc1OC
48. CC(=O)N/N=C(\C)CC(=O)NC(C)(C)C

Compound	43	44	45	46	47	48
TDP1 inh	5%	nt	1%	nt	5%	6%
DT40 TDP1 CPT	26µM*	23µM*	-4%	5%	16µM*	22%
TDP1 cell noCPT	18µM*	10µM*	-2%	-1%	13µM*	-21%

49. COc1ccc2[nH]c(=O)c(CN(Cc3cccs3)S(=O)(=O)c3c(C)ccc4nsnc34)cc2c1
50. COc1cc2c(cc1OC)CN(Cc1cc(=O)oc3cc(C)c(Cl)cc13)CC2
51. CCOc1ccc(NC(=O)Cn2c(=O)n(CCCC(=O)NCc3ccc4c(c3)OCO4)c(=O)c3ccccc32)cc1
52. O=C(c1ccccc1)c1ccc(OCCCN2CCCC2)cc1
53. CCOc1ccc2c(S(=O)(=O)O)cccc2c1[N+](=O)[O-]
54. COc1ccc2nc(NC(=O)C3CCN(S(=O)(=O)c4cnc[nH]4)CC3)sc2c1

Compound	49	50	51	52	53	54
TDP1 inh	4%	8%	1%	-12%	nt	4%
DT40 TDP1 CPT	4.1µM*	-8%	-2%	-1%	6%	-29%
TDP1 cell noCPT	18µM*	?	2%	-20%	-17%	-16%

55. Cc1ccc(C2CN(CCC(N)=O)C(=O)CO2)cc1 (centres undefined)
56. O=C(Nc1ccc(Cl)cc1)C1Cc2c(-c3ccc(Cl)cc3)ccnc2O1 (centres undefined)
57. COc1cc(CCCN2C(=O)C(=O)NC[C@@H]2CCCCN)cc(OC)c1OC
58. CC(C)N(Cc1ccccc1)C(=O)CN1C(=O)COc2ccc(S(=O)(=O)NC3CCCC3)cc21
59. Cc1ccc(OCC(=O)N(Cc2cccs2)C2CCS(=O)(=O)C2)cc1 (centres undefined)
60. COc1cc(/C=N/NC(=O)[C@H](Cc2c[nH]c3ccccc23)NC(=O)OCC(C)C)cc([N+](=O)[O-])c1O

Compound	55	56	57	58	59	60
TDP1 inh	-3%	nt	4%	1%&5%	3%	4%
DT40 TDP1 CPT	-2%	23µM*	-3%	26µM*	1%	-15%
TDP1 cell noCPT	0%	21µM*	0%	23µM*!	-7%	?

61. O=C1OC(N2C(=O)CC[C@H]2C(=O)Nc2cccc(F)c2)c2ccccc21 (some centres undefined)
62. CCn1c(NC(=O)c2cccs2)nc2ccccc21
63. COc1ccc(-n2c(Cc3cc(=O)[nH]c(=O)[nH]3)nnc2SCC(=O)NC2CCCC2)cc1
64. Cc1ccccc1NC(=O)Nc1nnc([C@@H]2C[C@H](O)[C@@H](CO)O2)s1
65. CCCOc1cccn2c(N(C=O)Cc3ccc(OC)cc3)c(CC)nc12
66. Cc1cc(OCCN2CCOCC2)ccc1[N+](=O)[O-]

Compound	61	62	63	64	65	66
TDP1 inh	nt	5%	-1%	nt	nt	-13%
DT40 TDP1 CPT	3%	?	24%	-12%	16µM*	-24%
TDP1 cell noCPT	7%	?	-9%	-11%	?	-7%

67. Cc1cccc(NC(=O)C2CCN(S(=O)(=O)c3ccc4[nH]c5c(c4c3)CCCCC5)CC2)c1
68. CCOC(=O)/C(N=Nc1ccc(F)cc1)=C(/O)c1ccc([N+](=O)[O-])cc1
69. O=C(Nc1ccc2c(c1)OCCO2)C1c2ccccc2OCC(=O)N1CC(F)(F)F (centres undefined)
70. Cc1cccc(/C=N/NC(=O)c2c(-c3ccccc3)noc2C)c1O
71. Cc1c(C(=O)Nc2ccccc2)oc2c1C(=O)CC(C)(C)C2
72. O=C(NN1CCOCC1)c1cccc(F)c1

Compound	67	68	69	70	71	72
TDP1 inh	5%	4%	nt	1%	5%	nt
DT40 TDP1 CPT	21µM*	-22%	-11%	18µM*	-29%	5%
TDP1 cell noCPT	?	-5%	-17%	2.9µM*	-23%	-5%

73. c1ccc(-n2nnnc2SCc2cccc3nsnc23)cc1
74. C[N+]1(CC(=O)c2cccs2)CCOCC1
75. O=S(=O)(c1cc(Cl)ccc1Cl)N1CCc2ccccc21
76. Cc1cccc(Nc2nnc(SCC(=O)c3ccc(Br)s3)s2)c1C
77. CSc1nnc(SCC(=O)Nc2ccc3[nH]c(=O)[nH]c3c2)s1
78. Cc1cc(C)c(C)c(S(=O)(=O)NC2CCN(Cc3ccccc3)CC2)c1C

Compound	73	74	75	76	77	78
TDP1 inh	4%	nt	nt	-3%	1%	0%
DT40 TDP1 CPT	-12%	-9%	?	?	-8%	?
TDP1 cell noCPT	-14%	-8%	?	?	22%	?

79. O=C(O)/C=C/C(=O)NNC(=O)c1ccc(Br)cc1
80. Cc1ccc2c(C)c(C(=O)N3CCC(N4CCC(C(=O)NC5CC5)CC4)CC3)oc2c1
81. CC(=O)c1cc2c(cc1NS(=O)(=O)c1ccccc1F)OCO2
82. COC(=O)C1C(=O)c2c([nH]c(C(=O)OCC3CCCO3)c2C)CC1C (centres undefined)
83. Cc1ccc(C2=CC(c3ccc(N(C)C)cc3)n3nnnc3N2)cc1 (centres undefined)
84. CCc1ccccc1OCC(=O)Nc1ccc(N2CCCC2)cc1C

Compound	79	80	81	82	83	84
TDP1 inh	3%	4%	-1%	4%	4%	-5%
DT40 TDP1 CPT	-3%	0%	-11%	16µM*	18µM*	?
TDP1 cell noCPT	4%	-6%	?	-30%	21µM*	?

85. COc1ccc(CCN2C(=O)c3ccccc3NC2c2cc(Cl)c(O)c(OC)c2)cc1 (centres undefined)
86. CCOC(=O)CCCn1ccc2cc(S(=O)(=O)N3CCCC3)ccc21
87. CC(C)(C)NC(=O)CSc1nnc(CN2CCCCCC2=O)n1-c1ccccn1
88. O=C(N/N=C/c1cc([N+](=O)[O-])ccc1Cl)c1cnccn1

Compound	85	86	87	88
TDP1 inh	-3%	2%	-2%	6%
DT40 TDP1 CPT	4.6µM*	-11%	-5%	3.3µM*
TDP1 cell noCPT	4.1µM*	22%	3%	5.8µM*

Assay outcomes (PubChem)
